Compound activity (PubChem)
Anesthetic bind – qHTS Assay for Identification of Novel General Anesthetics. apoferritin/1-aminoanthracene competitive binding, fluorescence. Potency, µM (titrated, usually from 77.5 µM), inactives show at the top dose activity change, negative = displacement, actives largely listed as inhibitors. hit rate 0.074% among 350,000. AID 485281, 2010; note: % is set by controls: 0 for no effect and ±100 for the full control effect; nearly all actives have a fitted effect of over 20% in size
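Steps: apoferritin (10 uM) was premixed with half-saturated 1-AMA in PBS, compounds were pin-transferred, plates stood 10 min at room temperature, fluorescence was read at 380/535 nm, and curves were fitted with a Hill equation.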
BLM inh – qHTS Assay for Inhibitors of Bloom's syndrome helicase (BLM); hit rate 0.2% among 350,000; recombinant BLM DNA unwinding, fluorescence dequenching; Potency, µM (series often up to 56.1 µM), for inactives: top-dose activity change, negative = inhibition, actives largely listed as inhibitors;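 note: plate controls were vehicle for no effect and no enzyme for full effect; nearly all actives have a fitted effect of over 35% in size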
APE1 inh – qHTS Assay for Inhibitors of the Human Apurinic/apyrimidinic Endonuclease 1 (APE1). recombinant APE1, TAMRA/BHQ-2 abasic DNA cleavage fluorescence. Potency, µM (highest dose often 65.8 µM), for the others: at the top dose activity change, negative = inhibition, hits mostly inhibitors. hit rate 0.35% among 350,000;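 note: plate controls were vehicle for no effect and reference inhibitor for full effect; nearly all actives have a fitted effect of over 55% in size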
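Step 1: APE1 (0.75 nM) with compound, 15 min RT. Step 2: add 50 nM fluorophore/quencher THF duplex. Step 3: three fluorescence reads 60 s apart (525/598 nm); read 3 minus read 1 = reaction progress.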
BAZ2B inh – qHTS Assay for Inhibitors of BAZ2B | Bromodomain adjacent to zinc finger domain protein 2B (Homo sapiens), Q9UIF8 | AlphaScreen BAZ2B-H3K14Ac peptide displacement | Potency, µM (titrated, usually from 114 µM), without a hit: at the top dose activity change, negative = inhibition, most hits filed as inhibitors | hit rate 4.4% among 360,000; note: % is set by controls: 0 for no effect and ±100 for the full control effect; nearly all actives have a fitted effect of over 60% in size
Target sequence (Q9UIF8 whole entry, looked up, the tested form may be a part): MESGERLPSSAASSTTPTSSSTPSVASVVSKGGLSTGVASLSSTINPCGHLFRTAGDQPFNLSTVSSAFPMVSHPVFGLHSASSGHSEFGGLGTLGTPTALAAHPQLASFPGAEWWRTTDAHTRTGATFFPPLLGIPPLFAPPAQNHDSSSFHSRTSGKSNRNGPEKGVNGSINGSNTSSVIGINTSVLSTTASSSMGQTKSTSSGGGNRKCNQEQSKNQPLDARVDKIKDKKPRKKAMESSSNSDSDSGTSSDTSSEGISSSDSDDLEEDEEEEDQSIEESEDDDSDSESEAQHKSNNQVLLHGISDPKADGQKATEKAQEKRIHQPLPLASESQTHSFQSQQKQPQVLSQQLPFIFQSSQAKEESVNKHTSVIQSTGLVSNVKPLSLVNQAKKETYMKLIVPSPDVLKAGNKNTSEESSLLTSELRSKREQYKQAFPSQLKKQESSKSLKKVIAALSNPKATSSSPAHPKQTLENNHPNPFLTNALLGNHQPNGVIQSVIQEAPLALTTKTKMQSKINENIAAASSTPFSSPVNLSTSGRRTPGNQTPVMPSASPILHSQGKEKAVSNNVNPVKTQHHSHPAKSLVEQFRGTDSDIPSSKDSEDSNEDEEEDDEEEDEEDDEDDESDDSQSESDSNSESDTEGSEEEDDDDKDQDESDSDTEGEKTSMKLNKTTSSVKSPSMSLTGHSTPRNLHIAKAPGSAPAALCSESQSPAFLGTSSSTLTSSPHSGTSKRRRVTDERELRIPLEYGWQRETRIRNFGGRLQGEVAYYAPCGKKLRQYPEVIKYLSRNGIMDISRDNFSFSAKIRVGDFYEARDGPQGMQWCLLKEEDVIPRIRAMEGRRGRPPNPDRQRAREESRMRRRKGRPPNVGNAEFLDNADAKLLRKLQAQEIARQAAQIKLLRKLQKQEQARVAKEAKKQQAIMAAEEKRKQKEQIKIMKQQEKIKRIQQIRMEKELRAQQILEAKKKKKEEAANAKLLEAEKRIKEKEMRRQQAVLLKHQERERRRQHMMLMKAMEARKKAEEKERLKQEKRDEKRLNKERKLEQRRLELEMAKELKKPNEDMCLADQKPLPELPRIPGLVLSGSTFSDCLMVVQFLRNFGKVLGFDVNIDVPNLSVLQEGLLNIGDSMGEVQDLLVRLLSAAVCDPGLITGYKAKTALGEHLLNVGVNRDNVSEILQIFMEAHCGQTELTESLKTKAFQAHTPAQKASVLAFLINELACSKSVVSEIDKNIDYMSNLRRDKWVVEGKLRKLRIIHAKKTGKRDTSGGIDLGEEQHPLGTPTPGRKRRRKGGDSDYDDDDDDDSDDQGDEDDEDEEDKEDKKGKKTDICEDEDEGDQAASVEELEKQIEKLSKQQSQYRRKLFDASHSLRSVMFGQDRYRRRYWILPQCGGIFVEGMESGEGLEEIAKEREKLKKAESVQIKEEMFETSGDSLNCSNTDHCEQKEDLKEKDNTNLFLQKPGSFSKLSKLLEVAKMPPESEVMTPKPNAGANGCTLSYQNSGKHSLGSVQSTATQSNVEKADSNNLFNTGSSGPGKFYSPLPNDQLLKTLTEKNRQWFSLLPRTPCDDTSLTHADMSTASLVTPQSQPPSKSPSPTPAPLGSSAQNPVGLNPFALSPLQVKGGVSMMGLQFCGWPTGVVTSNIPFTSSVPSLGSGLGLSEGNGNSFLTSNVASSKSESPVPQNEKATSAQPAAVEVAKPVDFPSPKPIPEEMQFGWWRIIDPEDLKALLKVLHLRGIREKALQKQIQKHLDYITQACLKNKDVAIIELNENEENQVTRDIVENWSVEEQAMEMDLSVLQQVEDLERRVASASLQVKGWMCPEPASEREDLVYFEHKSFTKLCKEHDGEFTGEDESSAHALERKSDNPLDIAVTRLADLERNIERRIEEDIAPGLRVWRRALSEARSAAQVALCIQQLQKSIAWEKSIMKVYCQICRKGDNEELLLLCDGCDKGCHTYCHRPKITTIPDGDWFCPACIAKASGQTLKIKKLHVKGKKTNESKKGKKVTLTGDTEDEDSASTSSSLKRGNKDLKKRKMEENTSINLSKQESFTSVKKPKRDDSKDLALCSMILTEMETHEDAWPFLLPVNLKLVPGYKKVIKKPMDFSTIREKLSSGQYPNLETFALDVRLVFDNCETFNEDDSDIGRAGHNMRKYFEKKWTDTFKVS
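BAZ2B 50 nM plus b-H3(5-23)K14Ac 50 nM, PBS pH 7.4/0.01% Tween-20, 30 min RT; compound added (max 110 uM), 30 min RT; streptavidin donor/Ni-chelate acceptor beads 10 ug/mL final, 20 min dark; AlphaScreen read.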
Pol beta inh – qHTS Assay for Inhibitors of DNA Polymerase Beta | Potency, µM (doses to about 114 µM), inactives show at the highest dose activity change, negative = inhibition, actives largely listed as inhibitors | hit rate 1.3% among 340,000 | AID 485314, 2010 | Pol beta primer extension/strand displacement, fluorescence kinetic; note: % is set by controls: 0 for no effect and ±100 for the full control effect
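Preincubation: enzyme (10 nM) with compound, 15 min, RT. Reaction: substrate added to 50 nM final. Reads: 0 and 10 min. Analysis: normalized, Hill fit.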
G9a block – qHTS Assay for Inhibitors of Histone Lysine Methyltransferase G9a; AID 504332, 2011; G9a H3K9 monomethylation, AlphaScreen, 2 h; Potency, µM (highest dose often 102 µM), for inactives: at the highest dose activity, negative = inhibition, most hits filed as inhibitors; Histone-lysine N-methyltransferase EHMT2 (Homo sapiens), Q96KQ7; hit rate 8.8% among 350,000; note: % is set by controls: 0 for no effect and ±100 for the full control effect; nearly all actives have a fitted effect of over 75% in size
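Signal arises when biotinylated H3K9 peptide, once monomethylated, bridges streptavidin donor and antibody-captured acceptor beads. Enzyme at 20 nM was preincubated 15 min with test compounds; peptide 500 nM and SAM 20 uM then reacted for 2 h.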
Pol kappa inh – qHTS for Inhibitors of Polymerase Kappa | DNA polymerase kappa (Homo sapiens), Q9UBT6 | hit rate 0.53% among 400,000 | Potency, µM (highest dose often 107 µM), inactives show at the highest dose activity, negative = inhibition, most hits filed as inhibitors | purified Pol kappa, fluorescent DNA synthesis assay, 10 min; note: % is set by controls: 0 for no effect and ±100 for the full control effect
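First, compounds were pin-transferred onto 10 nM Pol kappa. After 15 min at room temperature, substrate was added to 50 nM final. Fluorescence was then measured kinetically at 0 and 10 min.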
Pol eta inh – qHTS for Inhibitors of Polymerase Eta. Potency, µM (doses to about 114 µM), inactives show at the top dose activity change, negative = inhibition, most hits filed as inhibitors. hit rate 1.2% among 390,000. recombinant Pol eta, fluorescent DNA replication assay; note: % is set by controls: 0 for no effect and ±100 for the full control effect
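Fluorescent replication assay: 50 nM final substrate added after a 15 min room-temperature compound preincubation with 10 nM enzyme. Signal taken at 0 min and again at 10 min.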
Pol iota inh – qHTS for Inhibitors of Polymerase Iota. DNA polymerase iota (Homo sapiens), Q9UNA4. Pol iota fluorescent replication assay, 10 min. Potency, µM (highest dose often 115 µM), for the others: top-dose activity, negative = inhibition, actives largely listed as inhibitors. hit rate 1% among 390,000. AID 588590, 2011
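Fluorescent replication assay read twice, at 0 min and 10 min after adding 50 nM (final) substrate. Enzyme (10 nM) and compounds were first incubated 15 min at room temperature; enzyme-free buffer wells were negative controls.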
An asterisk follows results filed as active; ? = inconclusive; . = not tested or not shown; [ ] = remark or other dose. Calls come from the whole dose curve; as a rule, active = well fitted curve in the direction sought with a large enough effect; inconclusive = small, poorly fitted or top-dose-only effect, or another doubt; inactive = no such curve, though single readings can be large; an effect the other way counts as inactive or inconclusive. Potency is the fitted concentration of half-maximal effect. These rows are one share of the data (hit frequency here may not be typical).

cpd	smiles	Anesthetic bind	BLM inh	APE1 inh	BAZ2B inh	Pol beta inh
1	Cc1cc2c(c(=O)n1Cc1ccco1)C(c1ccccc1)C(C#N)=C(N)O2 (stereo not drawn)	8%	-2%	-1%	-3%	0%
2	COc1cccc(C(=O)Nc2cccc(C(=O)OCc3cc(=O)n4c(C)csc4n3)c2)c1	-23%	-21%	.	-18%	?
3	Cc1ccccc1N1CCN(C(=O)c2ccc(Oc3ccc(C(F)(F)F)cn3)cc2)CC1	0%	-4%	?	11%	1%
4	O=C(COC(=O)C1CC2CCCC(C1)C2=O)Nc1cccc(F)c1 (stereo not drawn)	.	.	-2%	10%	.
5	O=C(CCCN1C(=O)/C(=C/c2ccccc2Cl)SC1=S)NNC(=O)c1cccnc1	-16%	-2%	-3%	-29%	?
6	Cc1ccc(CNC(=O)C(=O)c2cn(CC(=O)N3CCOCC3)c3ccccc23)cc1	-16%	0%	5%	-11%	63%
7	COc1ccc(NC(=O)N(C)C[C@H]2Oc3c(NS(=O)(=O)c4cccs4)cccc3C(=O)N([C@@H](C)CO)C[C@@H]2C)cc1	.	.	0%	.	.
8	CC(C)Cn1c(N)c(C=O)c(=O)[nH]c1=O	-6%	2%	-2%	.	7%
9	Cn1nnc2c(N3CCN(c4cccc(Cl)c4)CC3)ncnc21	-7%	1%	.	-1%	2%
10	COc1ccc(C(=O)NCC(=O)NCC(c2ccco2)N(C)C)cc1OC (stereo not drawn)	-5%	-13%	23%	2%	16%
11	O=C(Nc1ccc(N2CCCC2)cc1)c1ccccc1F	2%	-6%	5%	?	11%
12	C=CCc1ccc(OCCCCNC2CCCC2)c(OC)c1	-15%	-1%	-2%	56µM*	2%

cpd	G9a block	Pol kappa inh	Pol eta inh	Pol iota inh
1	-49%[59 µM]	0%	-2%	10%
2	7%[59 µM]	-2%[60.1 µM]	-14%	5%
3	17%[59 µM]	-19%	-20%	-4%
4	?	5%	-8%	13%
5	-1%	-29%	37%[activator]	?
6	.	8%	0%	51%[activator]
7	.	7%	-24%	10%
8	8%	-8%	-1%	61%[activator]
9	4%[59 µM]	-11%[60.1 µM]	-1%	-9%
10	6%[59 µM]	-1%	?	-6%
11	1.8µM*	0%	2%	12%
12	13µM*	9%	-19%	-30%

Excerpt: entries 11 to 12
cpd	smiles	Anesthetic bind	BLM inh	APE1 inh	BAZ2B inh	Pol beta inh
11	O=C(Nc1ccc(N2CCCC2)cc1)c1ccccc1F	2%	-6%	5%	?	11%
12	C=CCc1ccc(OCCCCNC2CCCC2)c(OC)c1	-15%	-1%	-2%	56µM*	2%

cpd	G9a block	Pol kappa inh	Pol eta inh	Pol iota inh
11	1.8µM*	0%	2%	12%
12	13µM*	9%	-19%	-30%

Next part:
cpd	smiles	Anesthetic bind	BLM inh	APE1 inh	BAZ2B inh	Pol beta inh
13	Cc1ccc(CNC(=O)c2ccc3c(c2)NC(=O)C(CS(=O)(=O)Cc2ccc(F)cc2)N3)cc1 (stereo not drawn)	-5%	-6%	.	8%[57.1 µM]	0%
14	O=C(CSc1nnnn1-c1ccc(O)cc1)c1ccc(F)cc1	-4%	-2%	0%	-27%	-12%
15	COc1ccc(CNC(=O)C(=O)Nc2c3c(nn2-c2ccccc2)CSC3)cc1	-11%	-3%	.	10%	-22%
16	Cc1cccn2cc(-c3cccc(S(=O)(=O)N4CC(C)OC(C)C4)c3)nc12 (stereo not drawn)	6%	-1%	-4%	-20%	7%
17	O=C(NCC12CC3CC(CC(C3)C1)C2)c1cc2nc(-c3ccc(F)cc3)cc(C(F)(F)F)n2n1	0%	-7%	.	-1%	-3%
18	CCC1CCCCN1S(=O)(=O)c1ccc(NC(=O)C2CCN(C(=O)c3ccco3)CC2)cc1 (stereo not drawn)	-19%	-8%	1%	?	-8%
19	CCC(CC)c1nnc(NC(=O)CN2C(=O)c3ccccc3C2=O)s1	-22%	0%	0%	-16%	-7%
20	COc1ccc(-c2cn3nc(N4CCC(C(=O)Nc5ccccc5OC)CC4)sc3n2)cc1	-7%	-1%	.	-1%	-4%
21	Cc1ccccc1/C=N/NC(=O)Cn1cnc([N+](=O)[O-])n1	-10%	1%	3%	?	-11%
22	C=C1C(=O)[C@]23[C@H](O)[C@H]1CC[C@H]2[C@@]12COC3(O)[C@H](O)[C@@H]1C(C)(C)CC[C@@H]2O	-14%	0%	-10%	.	.
23	O=C1C2C3C=CC(C3)C2C(=O)N1Nc1ccc([N+](=O)[O-])cc1[N+](=O)[O-] (stereo not drawn)	?	3%	-9%	11%	25%
24	COc1ccc(-c2cc(=O)oc3cc4occ(C)c4cc23)cc1	-9%	1%	3%	10%	19%

cpd	G9a block	Pol kappa inh	Pol eta inh	Pol iota inh
13	?	-7%	-7%	6%
14	.	-6%	-10%	-1%
15	42%[59 µM]	-13%[60.1 µM]	-8%	-3%
16	?	-13%	0%	-1%
17	-3%[59 µM]	-4%[60.1 µM]	-2%	23%
18	?	0%	-28%	102%[activator]
19	45µM*	-1%	-4%	19%
20	-41%[59 µM]	-17%	-10%	6%
21	-2%	-7%	-3%	-1%
22	7.1µM*	-3%[60.1 µM]	.	.
23	23%[0.501 µM]	-3%	-2%	-28%
24	24%	0%	-6%	-12%[58.9 µM]

New compounds follow
cpd	smiles	Anesthetic bind	BLM inh	APE1 inh	BAZ2B inh	Pol beta inh
25	CN(CC(=O)NCC(c1ccccc1)N1CCCC1)S(=O)(=O)c1ccc(Cl)cc1 (stereo not drawn)	.	.	-2%	7%	.
26	CSc1ncccc1C(=O)OCC(=O)c1cccc(Br)c1	-21%	-10%	-8%	-1%	-1%
27	O=C1OC(c2ccco2)=N/C1=C\c1ccc(-c2cccc(C(F)(F)F)c2)o1	-7%	1%	1%	?	-1%
28	O=C(NCCn1ccc2ccccc21)c1ccc(Cl)cc1	3%	-3%	.	9%	17%
29	Cc1ccc(NC(=O)CSc2nc3ccccc3c(=O)n2CCCC(=O)NCCCN2CCOCC2)cc1	-10%	-6%	1%	11%	3%
30	CN(CCc1nc2ccccc2[nH]1)Cc1nc(CC2CC2)no1	-4%	-4%	-4%	-2%	26%
31	Cc1cc(NC(=O)c2ccc(Cl)cc2)ccc1NC(=O)c1ccccc1Cl	-14%	-6%	50%[activator]	-17%	0%
32	COCCN1C(=O)N[C@@H](CCc2ccccc2)[C@H](C(=O)OC)[C@H]1C	.	1%[12.4 µM]	7%[12.4 µM]	.	.
33	O=C(N[C@@H](Cc1ccccc1)C(=O)OCc1ccccc1)c1nc[nH]c1C(=O)N1CCN(c2ccccc2)CC1	-2%	-15%	15%	?	9%
34	Cc1ccc(CCNC(=O)c2ccc(CNS(=O)(=O)c3ccc(C)cc3)cc2)cc1	3%	-3%	.	1%	30%
35	Cc1cccc(C)c1NC(=O)CSc1nc2ncccc2o1	-11%	1%	.	-14%	36%[activator]
36	CCCc1cc(=O)n2nc(N3CCC(C(=O)NCc4ccc(C)o4)CC3)sc2n1	-15%	-2%	-17%	?	28%
37	O=C(Nc1cccc(S(=O)(=O)N2CCOCC2)c1)C12CC3CC(CC(C3)C1)C2	.	.	19%	.	.
38	CCn1nc(C(=O)OCc2cccc(S(=O)(=O)N(C)C)c2)c2ccccc2c1=O	-9%	-1%	0%	-16%	0%

cpd	G9a block	Pol kappa inh	Pol eta inh	Pol iota inh
25	-5%[12.7 µM]	-4%	-18%	6%
26	35%[activator]	2%	-13%	9%
27	?	-29%	79µM*	2%
28	-4%[59 µM]	-11%	-2%	1%
29	99%[activator][59 µM]	5%	-9%	62%[activator]
30	-1%	-4%	-5%	12%
31	44%	-12%	0%	21%
32	.	20%	-13%	18%
33	0%[12.7 µM]	-22%	-16%	-14%
34	-2%[59 µM]	-7%[60.1 µM]	-15%	3%
35	-1%[59 µM]	5%	-5%	28%
36	.	7%	-10%	18%
37	.	-4%	2%	8%
38	-1%	10%	-19%	40%

Nine structures already listed, sorted by number of heavy atoms, rising.
cpd	smiles	Anesthetic bind	BLM inh	APE1 inh	BAZ2B inh	Pol beta inh
26	CSc1ncccc1C(=O)OCC(=O)c1cccc(Br)c1	-21%	-10%	-8%	-1%	-1%
35	Cc1cccc(C)c1NC(=O)CSc1nc2ncccc2o1	-11%	1%	.	-14%	36%[activator]
32	COCCN1C(=O)N[C@@H](CCc2ccccc2)[C@H](C(=O)OC)[C@H]1C	.	1%[12.4 µM]	7%[12.4 µM]	.	.
27	O=C1OC(c2ccco2)=N/C1=C\c1ccc(-c2cccc(C(F)(F)F)c2)o1	-7%	1%	1%	?	-1%
37	O=C(Nc1cccc(S(=O)(=O)N2CCOCC2)c1)C12CC3CC(CC(C3)C1)C2	.	.	19%	.	.
36	CCCc1cc(=O)n2nc(N3CCC(C(=O)NCc4ccc(C)o4)CC3)sc2n1	-15%	-2%	-17%	?	28%
34	Cc1ccc(CCNC(=O)c2ccc(CNS(=O)(=O)c3ccc(C)cc3)cc2)cc1	3%	-3%	.	1%	30%
29	Cc1ccc(NC(=O)CSc2nc3ccccc3c(=O)n2CCCC(=O)NCCCN2CCOCC2)cc1	-10%	-6%	1%	11%	3%
33	O=C(N[C@@H](Cc1ccccc1)C(=O)OCc1ccccc1)c1nc[nH]c1C(=O)N1CCN(c2ccccc2)CC1	-2%	-15%	15%	?	9%

cpd	G9a block	Pol kappa inh	Pol eta inh	Pol iota inh
26	35%[activator]	2%	-13%	9%
35	-1%[59 µM]	5%	-5%	28%
32	.	20%	-13%	18%
27	?	-29%	79µM*	2%
37	.	-4%	2%	8%
36	.	7%	-10%	18%
34	-2%[59 µM]	-7%[60.1 µM]	-15%	3%
29	99%[activator][59 µM]	5%	-9%	62%[activator]
33	0%[12.7 µM]	-22%	-16%	-14%
